A549 viability – Nrf2 qHTS screen for inhibitors: counterscreen for cytotoxicity; A549 ARE-Fluc cells, CellTiter-Fluor viability, 18-24 h; Potency, µM (titrated, usually from 46 µM), without a hit: top-dose activity change, negative = cytotoxicity, usual class: inhibitors; 390,000 compounds, 0.16% hits; further: potency means the concentration at half of the fitted maximal effect; on the % scale 0 is the no-effect control and ±100 the full control effect
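A549 ARE-Fluc cells in 5% FBS OPTI-MEM, 5000 cells/well, rested 2 h then exposed to compounds in concentration-response for 18-24 h at 37 °C. Viability by CellTiter-Fluor fluorescence (Ex 405/Em 525) after 30 min; luciferase luminescence (BugLite, 15 min, RT) read afterwards.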
Nrf2 inh – Nrf2 qHTS screen for inhibitors. A549 ARE-Fluc reporter, luciferase luminescence, 18-24 h. Potency, µM (titrated, usually from 46 µM), for the others: at the top dose activity change, negative = inhibition, usual class: inhibitors. 360,000 compounds, 2.1% hits. AID 504444, 2011; further: potency means the concentration at half of the fitted maximal effect; on the % scale 0 is the no-effect control and ±100 the full control effect; nearly all actives have a fitted effect of over 60% in size
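Concentration-response testing used A549 ARE_Fluc cells at 5000 cells/well. Following an 18-24 h compound incubation, viability was read by fluorescence (Ex 405/Em 525) and luciferase output by luminescence.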
Nrf2 activator – qHTS of Nrf2 Activators. AREc32 ARE-luciferase reporter (MCF7-derived line), luminescence, 24 h. Potency, µM (titrated, usually from 46.1 µM), for inactives: top-dose activation, most hits filed as activators. AID 624171, 2012. 410,000 compounds, 0.31% hits; further: potency means the concentration at half of the fitted maximal effect; % of control where 0% means no effect; nearly all actives have a fitted effect of over 65% in size
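AREc32 cells carrying an ARE-driven firefly luciferase reporter were seeded at 1000 cells/well in OPTI-MEM with 5% FBS, then exposed to compound for 24 hr at 37 deg C. Luminescence was read with Steady-Glo after 30 min at RT.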
ATXN viability – Viability Counterscreen for Primary qHTS for Inhibitors of ATXN expression; Potency, µM (highest dose often 56.7 µM), most hits filed as cytotoxic; 400,000 compounds, 0.49% hits; S2 cells (HEK-293 line with an ATXN2-luciferase reporter) viability, CellTiter-Fluor protease fluorescence, 24 h; further: potency means the concentration at half of the fitted maximal effect; nearly all actives have a fitted effect of over 40% in size
IL-2 act – qHTS of IL-2 Activators; IL-2 activation reporter assay, cell-based qHTS; stimulated with anti-CD3/CD4/CD28 beads; in transgenic mouse T cells; activation, % (series mostly up to about 46 µM); 360,000 compounds, 0.065% hits; in the data active means activation above about 50%; inconclusive means mostly about 30% to 49%; further: 0% is about no effect
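Unstimulated transgenic mouse T cells; 60-min compound exposure; bead-based TCR/CD4/CD28 stimulation; 18 h culture, 37 degrees C; dual fluorescence (EGFP, DsRed) plate cytometry.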
HepG2 tox – qHTS for Inhibitors of TGF-b: Cytotox Counterscreen | HepG2 CAGA-GFP viability, ATP luminescence, 18 h | Potency, µM (doses to about 46.1 µM), for inactives: at the highest dose activity change, negative = cytotoxicity, usual class: cytotoxic | 410,000 compounds, 0.76% hits; further: potency means the concentration at half of the fitted maximal effect; some results filed as inactive show a strong effect at the top dose
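CellTiter-Glo luminescence gave cytotoxicity after 18 hours at 37 degrees C. The cells were HepG2 CAGA-GFP in 1% FBS DMEM, stimulated with 500 pg/mL TGF-beta after compound addition. %Activity was normalised to no-cell wells (complete cell-killing) and DMSO (no toxicity), and curves were fitted and classified.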
ATXN2 expr inh – Primary qHTS for Inhibitors of ATXN expression. HEK-293 ATXN2-luciferase reporter, luminescence, 24 h. Potency, µM (titrated, usually from 57 µM), inactives show at the highest dose activity change, negative = inhibition, usual class: inhibitors. 360,000 compounds, 0.72% hits. AID 1745845, 2022; further: potency means the concentration at half of the fitted maximal effect; on the % scale 0 is the no-effect control and ±100 the full control effect; nearly all actives have a fitted effect of over 55% in size
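qHTS (up to 57 uM final) was run with 24 h compound exposure of reporter cells at 37 °C. Each well was multiplexed: SteadyGlo luminescence measured ATXN2-luciferase expression after a fluorogenic Gly-Phe-AFC viability readout (25 uM final).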
TGFb SMAD3 inh – qHTS for Inhibitors of TGF-b; AID 588855, 2011; HepG2 CAGA-GFP TGF-b/SMAD3 reporter, GFP fluorescence, 18 h; TGF-beta stimulated, 500 pg/mL final; Potency, µM (titrated, usually from 46.1 µM), without a hit: at the top dose activity, negative = inhibition, usual class: inhibitors; 410,000 compounds, 1.2% hits; further: potency means the concentration at half of the fitted maximal effect; on the % scale 0 is the no-effect control and ±100 the full control effect; nearly all actives have a fitted effect of over 65% in size
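Smad-responsive CAGA-GFP expression was quantified in HEPG2 cells exposed to compounds and 500 pg/mL final TGF-beta for 18 h at 37 degrees C; unstimulated wells defined full inhibition.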
EPAC2 ag – qHTS for Agonist of cAMP-regulated guanine nucleotide exchange factor 4 (EPAC2): primary screen; Rap guanine nucleotide exchange factor 4 (Homo sapiens), Q8WZA2; EPAC2 activation, biochemical qHTS; response scale: 100% = 6.5 mM cAMP response; Potency, µM (top dose mostly 154 µM), for inactives: at the highest dose activation, hits mostly activators; 360,000 compounds, 0.079% hits; further: potency means the concentration at half of the fitted maximal effect; nearly all actives have a fitted effect of over 50% in size
Target sequence (Q8WZA2 whole entry, looked up): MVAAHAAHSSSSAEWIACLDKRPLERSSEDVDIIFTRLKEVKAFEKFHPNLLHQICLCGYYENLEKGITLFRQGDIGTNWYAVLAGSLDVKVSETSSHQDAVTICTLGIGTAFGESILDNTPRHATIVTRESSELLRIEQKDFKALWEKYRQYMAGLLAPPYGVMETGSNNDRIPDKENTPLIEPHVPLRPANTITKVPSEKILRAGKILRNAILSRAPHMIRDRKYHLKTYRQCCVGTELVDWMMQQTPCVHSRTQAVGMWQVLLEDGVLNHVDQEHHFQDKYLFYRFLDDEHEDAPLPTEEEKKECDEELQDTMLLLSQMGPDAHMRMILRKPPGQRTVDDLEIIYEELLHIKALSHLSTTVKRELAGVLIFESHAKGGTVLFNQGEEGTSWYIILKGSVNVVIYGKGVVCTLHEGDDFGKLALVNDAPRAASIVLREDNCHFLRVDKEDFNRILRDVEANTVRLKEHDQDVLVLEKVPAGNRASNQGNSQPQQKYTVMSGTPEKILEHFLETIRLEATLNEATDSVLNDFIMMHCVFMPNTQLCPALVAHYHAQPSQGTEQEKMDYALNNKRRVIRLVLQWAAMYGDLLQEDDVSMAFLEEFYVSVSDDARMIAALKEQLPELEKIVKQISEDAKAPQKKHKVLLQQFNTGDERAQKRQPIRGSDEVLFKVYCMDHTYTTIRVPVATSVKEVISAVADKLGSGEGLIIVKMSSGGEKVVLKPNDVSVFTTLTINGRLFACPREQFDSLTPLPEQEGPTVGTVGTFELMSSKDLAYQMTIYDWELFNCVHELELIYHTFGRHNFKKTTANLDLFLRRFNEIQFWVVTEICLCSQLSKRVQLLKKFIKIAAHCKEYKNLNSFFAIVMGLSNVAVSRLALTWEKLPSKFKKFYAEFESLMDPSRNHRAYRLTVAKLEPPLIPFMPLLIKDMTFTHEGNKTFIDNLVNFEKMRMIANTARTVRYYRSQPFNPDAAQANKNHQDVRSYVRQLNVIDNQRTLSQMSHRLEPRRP
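Nucleotide exchange monitored as fluorescence drop when BODIPY-GDP leaves Rap1B. Reaction: 100 nM EPAC2, 250 nM RAP1B-BODIPY-GDP, 50 uM GDP, room temperature, kinetic read over 30 min. Activity expressed relative to 6.5 mM cAMP.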
* marks the source's active call; other numbers are inactive results; i = inactive; ? = inconclusive; · = not tested or not shown; [ ] = another dose, or the depositor's remark. Unless noted, the call rests on the fitted dose curve; in most records, active means well fitted curve in the direction sought with a large enough effect; inconclusive means small, poorly fitted or top-dose-only effect, or another doubt; inactive means no such curve, though single readings can be large; an effect the other way counts as inactive or inconclusive.

SMILES	A549 viability	Nrf2 inh	Nrf2 activator	ATXN viability	IL-2 act	HepG2 tox	ATXN2 expr inh	TGFb SMAD3 inh	EPAC2 ag
CN(c1ccccc1)S(=O)(=O)c1cccc(NC(=O)c2cncc(Br)c2)c1	5%	?	-0.2%	i	-2.7	-10%	-33%	?	22%
Cc1nnc(SCC(=O)NCc2ccccc2Cl)[nH]c1=O	1%	-6%	-1.8%	i	-3.1	-12%	1%	-9%	-1%
O=C(COc1cccc(NC(=O)c2cccc([N+](=O)[O-])c2)c1)c1ccc(Br)cc1	?	21µM*	0.3%	?	-0.3	-22%	?	?	14%
Cc1ccc(C(=O)OCC(=O)NCc2cccs2)cc1S(=O)(=O)N1CCOCC1	-1%	-12%	0.2%	i	-0.5	17%	·	0%	16%
Cc1ccc(C(=O)NC(C)c2ccccc2)o1 (stereo not given)	0%	-3%	0.2%	i	1.8	0%	2%	-13%	2%
CC(C)N(Cc1ccccc1)C(=O)COC(=O)C1CCN(c2ccc(C(F)(F)F)cn2)CC1	1%	5%	0.1%	i	-5.3	-45%	-3%	5%	-1%
COc1ccc(OCC(=O)NC2CCCN(Cc3ccc(Cl)cc3)C2)cc1 (stereo not given)	-1%	?	0.2%	i	-2.9	-38%	?	?	9%
CCn1c(Cc2ccccc2)nnc1SCC(=O)Nc1ccc(OC)cc1	13%	8%	1.1%	i	-1.5	-4%	-12%	-23%	-1%
CC(=O)Nc1ccc(-c2nc3ccccc3c(=O)o2)cc1	-5%	12%	0.1%	?	0.4	9%	?	0%	4%
CC(C)(C)OC(=O)N/N=C\c1ccc(OC(=O)c2ccco2)cc1	3%	?	3.0%	i	-0.6	-1%	29%[11.3 µM]	3%	-6%
COc1ccccc1C(=O)N1CCCC(c2nc(-c3cc(OC)c(OC)c(OC)c3)no2)C1 (stereo not given)	10%	-13%	2.4%	i	-0.1	-41%	4%	-21%	-8%
Cc1nc(C(=O)N2CCOCC2)sc1C1(C)CC(c2ccccc2)=NO1 (stereo not given)	8%	-4%	-0.2%	i	0.1	-15%	5%	3%	9%
O=C(NC(=S)Nc1cccc(Cl)c1Cl)C1CC1	-2%	?	4.1%	i	1.8	-24%	43%[activator]	1.3µM*	4%
CCn1cc(CN2CCC(C(=O)Nc3ccc(Oc4cccnc4)cc3)CC2)c(C)n1	5%	-3%	0.3%	i	0.0	-20%	0%	-1%	9%
FC(F)(F)Oc1ccccc1C(c1nnnn1C1CCCC1)N1CCN(C/C=C/c2ccccc2)CC1 (stereo not given)	·	·	8.2%	?	-0.8	-2%	?	?	2%
COc1cc(OC)cc(C(=O)N(Cc2nc(-c3cccc(C)c3)no2)C(C)C)c1	-1%	·	-0.7%	i	2.4	3%	-12%	8%	26%
COc1ccc(N2C=C3C(=O)C(C)(OC(=O)CCc4ccccc4)C(=O)C=C3C=C2c2ccc(C#N)cc2)cc1 (stereo not given)	-10%	4%	0.9%	i	-0.5	11%	11%	-15%	-4%
CCSC1C(=O)N(C)C(SCC)C(=O)N1C (stereo not given)	·	·	-0.6%	i	0.4	-2%	·	1%	10%
CCCCn1nnnc1NCc1cccnc1	2%	?	0.2%	i	4.6	-29%	-10%	22%	7%
Cc1ccc(NC(=O)c2cc3nc(-c4ccccc4)cc(-c4ccccc4)n3n2)cc1	-1%	7%	5.3%	·	·	-5%	·	2%	·
O=C1c2ccccc2C(=O)N1CC#CCN1CCN(C2CCCCC2)CC1	14%	·	2.9%	i	-0.7	2%	-2%	6%	2%
CCCC[N+](CC#CCO)(CC#Cc1ccccc1)CCCC	1%	8%	-1.0%	i	0.4	6%	-7%	13%	14%
CC(C)NC(=O)[C@]1(C)CCC[C@@]2(C)C3CC[C@@]4(C)C[C@]3(CCC21)CC4=O (stereo not given in full)	1%	11%	-0.2%	i	-0.6	-13%	-2%	?	4%
C/C(=N\NC(=O)CSCc1ccc([N+](=O)[O-])cc1)c1cccc(Br)c1	-16%	23µM*	-0.2%	i	0.5	0%	-5%	-15%	11%
Cc1cc(C)cc(N(CC(=O)NC2CC3CCC2C3)S(C)(=O)=O)c1 (stereo not given)	7%	6%	0.2%	i	-1.0	-6%	3%	-23%	-18%
CSc1nc(O)c(C(c2ccc(OC(C)C)cc2)c2c(O)nc(SC)[nH]c2=O)c(=O)[nH]1	2%	3%	3.1%	i	2.2	13%	55%[activator]	-2%	1%
Fc1cccc(F)c1-n1c(CN2CCCC2)csc1=S	8%	2%	-0.2%	i	-0.8	-2%	-33%	2%	7%
COc1ccc(CN(C(=O)c2ccco2)C2CC(C)N(C)CC2C)cc1 (stereo not given)	14%	?	-0.4%	i	-0.5	3%	2%	2%	0%
O=C(c1ccc2c(=O)n3c(nc2c1)CCCCC3)N1CCc2ccccc21	4%	12%	4.5%	i	0.2	4%	·	4%	7%
Cc1cccc(S(=O)(=O)N2CN(Cc3ccco3)c3nc4ccccc4nc32)c1	-6%	3%	21%	i	-0.2	3%	2%	?	8%
Cn1nc(C(=O)NNC(=O)c2ccc(Cl)c(S(N)(=O)=O)c2)c2ccccc2c1=O	2%	0%	0.4%	i	0.3	2%	0%	2%	-1%
C=C(C)CN(CC)c1nc(N)c(C#N)c(CC#N)c1C#N	-3%	-28%	0.4%	?	-2.3	-13%	-1%	12%	0%
CC(C)c1nnc(NC(=O)CCC(=O)NC2CCCCCCC2)s1	-2%	-11%	0.0%	i	-0.5	-17%	19%	0%	-2%
CC1(C(=O)NCCc2ccccc2)Cc2c(-c3cccc(C(F)(F)F)c3)ccnc2O1 (stereo not given)	·	·	0.0%	?	-0.3	-14%	-5%	-17%	-1%
Cc1nn(-c2ccccc2)c2c1N(CCCC(=O)NCc1ccc(N(C)C)cc1)C(=O)CS2	-11%	-35%	3.9%	i	·	-26%	-11%	?	·
COCc1nnc(NC(=O)c2cc(Cl)ccc2OC)s1	·	27%	13µM*	i	-2.3	-23%	7%	20%	-2%
COc1ccc(OC)c(S(=O)(=O)Nc2cc(Cl)cc(Cl)c2)c1	1%	16%	-0.4%	i	1.7	0%	-2%	7.9µM*	-12%
Cc1ccccc1OCC(=O)Nc1nnc(C2CCCC2)s1	-11%	-11%	-1.0%	i	-0.1	17%	·	16%	-3%
CC(C)N(C(=O)COC(=O)c1ccc(O)cc1)C(C)C	10%	·	-0.2%	i	1.3	-20%	0%	-4%	11%
Cc1ccc(CN(C(=O)Nc2cccc(Cl)c2)c2ccccn2)cc1	-2%	17%	4.6%	i	·	-30%	12%	?	·
Cc1ccc(CCNC(=O)c2cc(-c3ccncc3)nc3ccccc23)cc1	?	-24%	3.7%	i	-2.7	-14%	-13%	19%	-9%

10 of the compounds above, with bars between the fields:
SMILES | A549 viability | Nrf2 inh | Nrf2 activator | ATXN viability | IL-2 act | HepG2 tox | ATXN2 expr inh | TGFb SMAD3 inh | EPAC2 ag
C=C(C)CN(CC)c1nc(N)c(C#N)c(CC#N)c1C#N | -3% | -28% | 0.4% | ? | -2.3 | -13% | -1% | 12% | 0%
CC(C)c1nnc(NC(=O)CCC(=O)NC2CCCCCCC2)s1 | -2% | -11% | 0.0% | i | -0.5 | -17% | 19% | 0% | -2%
CC1(C(=O)NCCc2ccccc2)Cc2c(-c3cccc(C(F)(F)F)c3)ccnc2O1 (stereo not given) | · | · | 0.0% | ? | -0.3 | -14% | -5% | -17% | -1%
Cc1nn(-c2ccccc2)c2c1N(CCCC(=O)NCc1ccc(N(C)C)cc1)C(=O)CS2 | -11% | -35% | 3.9% | i | · | -26% | -11% | ? | ·
COCc1nnc(NC(=O)c2cc(Cl)ccc2OC)s1 | · | 27% | 13µM* | i | -2.3 | -23% | 7% | 20% | -2%
COc1ccc(OC)c(S(=O)(=O)Nc2cc(Cl)cc(Cl)c2)c1 | 1% | 16% | -0.4% | i | 1.7 | 0% | -2% | 7.9µM* | -12%
Cc1ccccc1OCC(=O)Nc1nnc(C2CCCC2)s1 | -11% | -11% | -1.0% | i | -0.1 | 17% | · | 16% | -3%
CC(C)N(C(=O)COC(=O)c1ccc(O)cc1)C(C)C | 10% | · | -0.2% | i | 1.3 | -20% | 0% | -4% | 11%
Cc1ccc(CN(C(=O)Nc2cccc(Cl)c2)c2ccccn2)cc1 | -2% | 17% | 4.6% | i | · | -30% | 12% | ? | ·
Cc1ccc(CCNC(=O)c2cc(-c3ccncc3)nc3ccccc23)cc1 | ? | -24% | 3.7% | i | -2.7 | -14% | -13% | 19% | -9%
